Assay outcomes as filed in PubChem.
HCT116 survival – survival after telomere uncapping, modulators, primary screen, cell-based (AID 1259312). HCT116 + Ad-hTR-mut, survival, MTT, 5 d; hits give high values. fold change at 10 µM. 4,500 compounds, 4.5% hits;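 active = cell survival measured by absorbance rises more than 2.5-fold over infected cells without compound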;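 note: virus expresses mutant telomerase RNA that uncaps telomeres and kills cells; compound added 2 days after infection so exposure lasts 3 days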
Numbers without * were called inactive. An excerpt; rates above refer to the full screens.

Preview, 2 compounds:
SMILES | HCT116 survival
CC12CC3CC(C)(C1)CC(N)(C3)C2 | 1.2
C=CC1CN2CCC1CC2C(O)c1ccnc2ccc(OC)cc12 (stereo not drawn) | 1.1

Results, repeating the preview:
SMILES | HCT116 survival
CC12CC3CC(C)(C1)CC(N)(C3)C2 | 1.2
C=CC1CN2CCC1CC2C(O)c1ccnc2ccc(OC)cc12 (stereo not drawn) | 1.1
O=c1oc2c(O)c(O)cc3c(=O)oc4c(O)c(O)cc1c4c23 | -1.5
CN(C)CCCC1(c2ccc(F)cc2)OCc2cc(C#N)ccc21 (stereo not drawn) | -1.4

A few values from above.
HCT116 survival with O=c1oc2c(O)c(O)cc3c(=O)oc4c(O)c(O)cc1c4c23 reads -1.5
HCT116 survival with CN(C)CCCC1(c2ccc(F)cc2)OCc2cc(C#N)ccc21 (stereo not drawn) reads -1.4
